D1 agonist – Allosteric Agonists of the Human D1 Dopamine Receptor: qHTS | D(1A) dopamine receptor (Homo sapiens), P21728 | HEK293 T-REx D1 cells, calcium flux, agonist mode | activation, % at 2 µM | 360,000 tested, 1% active | AID 504660, 2011; in the data active = activation above about 30%; also: 0% is about no effect
Target sequence (P21728 whole entry, looked up): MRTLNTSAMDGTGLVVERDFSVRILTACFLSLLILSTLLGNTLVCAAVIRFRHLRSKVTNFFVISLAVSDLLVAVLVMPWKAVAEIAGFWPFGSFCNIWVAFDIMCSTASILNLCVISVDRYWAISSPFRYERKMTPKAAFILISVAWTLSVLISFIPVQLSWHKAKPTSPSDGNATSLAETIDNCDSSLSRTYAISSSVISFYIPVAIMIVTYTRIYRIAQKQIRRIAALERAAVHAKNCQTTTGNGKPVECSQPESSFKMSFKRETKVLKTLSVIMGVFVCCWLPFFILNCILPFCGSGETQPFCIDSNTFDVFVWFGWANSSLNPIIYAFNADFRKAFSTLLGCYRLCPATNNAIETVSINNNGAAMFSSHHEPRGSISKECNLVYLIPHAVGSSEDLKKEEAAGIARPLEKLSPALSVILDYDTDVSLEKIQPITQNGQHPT
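Agonism was scored from calcium flux recorded over 180 s (1 read/s) after pintool compound addition, following a 10-cycle baseline. Cells were inducible force-coupled HEK293 TREx D1, plated overnight at 30 C and loaded with no-wash calcium dye.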
D1 potentiator – Potentiators of Human D1 Dopamine Receptor: qHTS; 360,000 tested, 0.036% active; AID 504651, 2011; HEK293 TREx D1 cells, calcium flux, dopamine EC20 potentiation; D(1A) dopamine receptor (Homo sapiens), P21728; potentiation, % at 10 µM; in the data active = potentiation above about 30%; also: 0% is about no effect
GRP78 ERSR act – qHTS for Inducers of the Endoplasmic Reticulum Stress Response (ERSR) in Human Glioma: qHTS | U87-MG GRP78 promoter luciferase reporter, 16 h | Potency, µM, inactives show top-dose activation, most hits filed as activators | 420,000 tested, 0.02% active | AID 602332, 2012; also: potency is read from the fitted curve at half-maximal effect; series mostly up to about 76 µM; % of control where 0% means no effect; nearly all actives have a fitted effect of over 35% in size
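ERSR induction read as luciferase luminescence (Bright-Glo, 10 min at room temperature) in stably transfected human U87-MG glioma cells exposed to compounds for 16 h, using GRP78 as sensor.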
RXFP1 agonist – qHTS Assay for Agonists of the Relaxin Receptor RXFP1; HEK293T-RXFP1 cAMP TR-FRET, 30 min; response scale: percent of porcine relaxin response, buffer zero; 370,000 tested, 0.3% active; Potency, µM (top dose mostly 57.5 µM), for the others: at the top dose activation, usual class: activators; AID 2676, 2010; also: potency is read from the fitted curve at half-maximal effect; % is scaled to controls: 0 for no effect and ±100 for the full control effect; nearly all actives have a fitted effect of over 60% in size; many of its hits are not listed in these tables
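Agonist response is measured as cAMP accumulation in an RXFP1-transfected HEK293T line under PDE4 inhibition. Values are scaled between buffer-only and 29 nM porcine relaxin, and EC50s come from standard Hill equation fits.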
Vif-A3F inh – qHTS for Inhibitors of Vif-A3F Interactions: qHTS | HeLa A3F-eYFP + Vif (tagged APOBEC3F with the HIV-1 protein that degrades it), YFP fluorescence increase | Potency, µM (titrated, usually from 46.1 µM), inactives show at the top dose activity, negative = active | 390,000 tested, 0.2% active | AID 602313, 2012; also: potency is read from the fitted curve at half-maximal effect; % of control where 0% means no effect; nearly all actives have a fitted effect of over 65% in size
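HeLa cells stably expressing A3F-eYFP plus Vif, plated and incubated overnight at 37 deg C, then exposed to compounds overnight at 37 deg C. Blocked degradation read as raised yellow fluorescence (Ex 488/Em 500-530).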
D1 antagonist – Antagonist of Human D 1 Dopamine Receptor: qHTS. D(1A) dopamine receptor (Homo sapiens), P21728. HEK293 TREx D1 cells, calcium flux, dopamine EC80; stronger effect = lower value. activity change, negative = inhibition, % at 10 µM. 360,000 tested, 3.2% active. AID 504652, 2011; in the data active = activity change below about -30%; also: % is scaled to controls: 0 for no effect and ±100 for the full control effect
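Cells carrying a force-coupled, tetracycline-inducible human D1 receptor report calcium flux. Each well gets a 10 s baseline, compound with 180 s monitoring, then an EC80 dopamine stimulus with a second 180 s kinetic read.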
RXFP1 antag – qHTS Assay for Antagonists of the Relaxin Receptor RXFP1 | Relaxin receptor 1 (Homo sapiens), Q9HBX9 | HEK293-RXFP1, relaxin-stimulated cAMP HTRF, 30 min; stronger effect = lower value | activity change, negative = inhibition, % at 57.5 µM | 350,000 tested, 0.59% active | AID 1259400, 2018;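 active = activity change of -60% or lower, but not beyond a set lower limit; inconclusive = change between -60% and -40%, or beyond the set limit; inactive = change above -40%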; also: % is scaled to controls: 0 for no effect and ±100 for the full control effect
Vif-A3G inh – qHTS for Inhibitors of Vif-A3G Interactions: qHTS; HeLa A3G-eYFP + Vif (tagged APOBEC3G with the HIV-1 protein that degrades it), YFP fluorescence, overnight; Potency, µM (top dose mostly 46.1 µM), inactives show top-dose activity, negative = active, usual class: inhibitors; 410,000 tested, 0.076% active; AID 602310, 2012;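 also: potency is read from the fitted curve at half-maximal effect; % is scaled to controls: 0 for no effect and ±100 for the full control effect; nearly all actives have a fitted effect of over 60% in size; hits raise eYFP signal because A3G escapes Vif-driven loss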
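Read-out is eYFP fluorescence (Ex 488/Em 500-530) from Vif-expressing HeLa A3G-eYFP cells; more signal means A3G escaped Vif-mediated degradation. Cells plated overnight, compound pinned in, incubated overnight at 37 deg C.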
D2 potentiator – HTS Assay for Positive Allosteric Modulators of the Human D2 Dopamine Receptor: Primary Screen for Potentiators; D(2) dopamine receptor (Homo sapiens), P14416; HEK293 T-REx D2, calcium flux, EC20 dopamine potentiation; potentiation, % at 10 µM; 340,000 tested, 0.34% active; AID 485347, 2010;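 active = potentiation over 3 SD above the plate norm, cut at about 30% in these data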; also: 0% is about no effect
Target sequence (P14416 whole entry, looked up): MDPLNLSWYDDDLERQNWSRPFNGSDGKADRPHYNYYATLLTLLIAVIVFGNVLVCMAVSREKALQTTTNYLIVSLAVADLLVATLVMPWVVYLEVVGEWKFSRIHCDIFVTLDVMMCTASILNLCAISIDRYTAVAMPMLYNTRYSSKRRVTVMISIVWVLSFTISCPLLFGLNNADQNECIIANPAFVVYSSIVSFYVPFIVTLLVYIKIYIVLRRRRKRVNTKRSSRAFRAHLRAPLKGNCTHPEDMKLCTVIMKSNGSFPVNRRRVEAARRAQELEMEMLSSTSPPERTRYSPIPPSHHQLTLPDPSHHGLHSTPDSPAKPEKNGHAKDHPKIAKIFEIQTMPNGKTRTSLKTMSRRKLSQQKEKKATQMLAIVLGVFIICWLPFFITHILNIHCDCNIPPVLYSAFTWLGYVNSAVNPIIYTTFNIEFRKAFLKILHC
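Primary screen. Calcium kinetics in induced HEK293 T-REx D2 cells: compound pre-addition 180 s, EC20 dopamine, 180 s more.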
Starred values were filed as active, the others as inactive; ? = inconclusive; / = no result given; & = joins results of further samples. Unless noted, calls follow the shape of the dose curve; as a rule, active = well fitted curve in the direction sought with a large enough effect; inconclusive = small, poorly fitted or top-dose-only effect, or another doubt; inactive = no such curve, though single readings can be large; an effect the other way counts as inactive or inconclusive. Some of the compounds tested. The share of hits here may be higher or lower than overall.

SMILES	D1 agonist	D1 potentiator	GRP78 ERSR act	RXFP1 agonist	Vif-A3F inh	D1 antagonist	RXFP1 antag	Vif-A3G inh	D2 potentiator
COc1ccc(CNC(=O)C(c2ccco2)N(C(=O)CNS(=O)(=O)c2ccccc2)c2ccccc2C)cc1 (configuration not stated)	10	-5	-7%	1.9%	-6%	16	-6	-3%	8
O=c1[nH][nH]c(-c2ccccc2O)c1C(C[N+](=O)[O-])c1cccc(Cl)c1 (configuration not stated)	3	2	-2%	-0.8%	-17%	25	15	-3%	/
Cc1ccc(C)c(CSc2nnc3[nH]c(=O)cc(C)n23)c1	-2	-3	0%	1.2%	-2%	/	-9	9%	15
O=c1cc(O)c2ccccc2[nH]1	1	-2	-2%	0.3%	-11%	-3	5	1%	2
CN(C1=C(NC(=O)c2ccccc2)C(=O)c2ccccc2C1=O)C1CCS(=O)(=O)C1 (configuration not stated)	0	-5	-11%	5.7%	3%	-4	1	-2%	3
CCc1ccc(OC(C)C(=O)Nc2ccc(S(=O)(=O)Nc3nccs3)cc2)cc1 (configuration not stated)	18	-2	4%	2.0%	-1%	5	-36	-2%	/
Cc1noc(C)c1S(=O)(=O)N1CCC(C(=O)Nc2ccc(Br)cc2)CC1	9&13	-10&-2	-6%&0%	-2.0%&0.6%	2%&-13%	-23&-8	-31	2%&4%	4&-7
COc1cc(C(C#N)N2CCCCC2)ccc1O (configuration not stated)	1	-1	1%	0.0%	1%	-6	-19	0%	-11
O=C(/C=C/c1ccc(O)cc1)c1ccc(NC2=C(N3CCCCC3)C(=O)c3ccccc3C2=O)cc1	3	-3	8%	2.1%	-22%	2	-7	-18%	4
COc1ccc(CN2C(=O)C(CC(C)C)Nc3ncnc(N4CCCCC4)c32)cc1 (configuration not stated)	1	3	-7%	-0.7%	-6%	7	/	-5%	-4
COc1cc(-c2nnc(COC(=O)CSCC(=O)Nc3cc(C)on3)o2)cc(OC)c1OC	3	2	-3%	3.1%	10%	5	0	-3%	-1
COc1cc(CNc2ccccc2)c([N+](=O)[O-])cc1OC	0	-1	0%	-1.6%	-4%	-1	-12	-3%	0
C=CCN(c1ccc(F)cc1)S(=O)(=O)c1cc(C(=O)OCC(=O)N(C)C2CCS(=O)(=O)C2)ccc1Cl (configuration not stated)	0	2	7%	0.0%	5%	9	-1	1%	5
O=C(CCCCn1c(=O)c2ccccc2n(Cc2ccc(F)cc2Cl)c1=O)NCCc1ccc(Cl)cc1	9	0	-2%	-0.3%	-4%	-21	/	-11%	/
Cc1ccc(Cn2nnc3c(=O)[nH]c(C4CCN(S(=O)(=O)c5ccccc5F)CC4)nc32)cc1	2	-6	-2%	3.1%	-3%	2	-7	-4%	-2
CCOC(=O)c1c(N)sc2c1CCSC2	1	-2	-2%	-0.7%	1%	0	0	1%	-6
CC(C)(C)c1ccc(OCC(=O)N(Cc2ccco2)Cc2ccccc2F)cc1	22	3	-5%	-3.9%	1%	-4	-95*	2%	14
Cc1nn(-c2ccccc2)c(C)c1-c1ccccc1O	1	0	-1%	1.5%	-8%	-6	-2	-1%	-6
CC(=O)c1cccc(NC(=O)CN(C)S(=O)(=O)c2ccc3c(c2)CCC(=O)N3)c1	1	1	-3%	4.8%	6%	35	2	6%	0
CCC1CCC/C1=N\NC(=O)c1ccoc1C (configuration not stated)	2	-4	4%	1.7%	4%	-6	6	7%	-6

Of the compounds above, three contain a Cl atom:
SMILES	D1 agonist	D1 potentiator	GRP78 ERSR act	RXFP1 agonist	Vif-A3F inh	D1 antagonist	RXFP1 antag	Vif-A3G inh	D2 potentiator
O=c1[nH][nH]c(-c2ccccc2O)c1C(C[N+](=O)[O-])c1cccc(Cl)c1 (configuration not stated)	3	2	-2%	-0.8%	-17%	25	15	-3%	/
C=CCN(c1ccc(F)cc1)S(=O)(=O)c1cc(C(=O)OCC(=O)N(C)C2CCS(=O)(=O)C2)ccc1Cl (configuration not stated)	0	2	7%	0.0%	5%	9	-1	1%	5
O=C(CCCCn1c(=O)c2ccccc2n(Cc2ccc(F)cc2Cl)c1=O)NCCc1ccc(Cl)cc1	9	0	-2%	-0.3%	-4%	-21	/	-11%	/

Other results:
SMILES	D1 agonist	D1 potentiator	GRP78 ERSR act	RXFP1 agonist	Vif-A3F inh	D1 antagonist	RXFP1 antag	Vif-A3G inh	D2 potentiator
COc1ccc(S(=O)(=O)c2c(Nc3ccc(C)cc3)sc(C(=O)c3ccc4c(c3)OCO4)c2N)cc1	78*	5	-1%	2.0%	-3%	-38*	-27	0%	2
Fc1cccc(Cc2noc(CN3CCN(C4CCc5ccccc5C4)CC3)n2)c1 (configuration not stated)	-1	-4	-4%	0.0%	7%	-1	-14	1%	-16
Cc1cc2cc(C=O)c(Cl)nc2cc1C	0	0	5%	0.6%	-3%	14	-4	2%	-2
COc1ccc(NC(=O)/C(C#N)=C\c2ccc(Br)o2)cc1	3	-1	0%	0.8%	-9%	22	-3	-12%	-3
CC1CCCN(C(=O)Cc2ccc(F)cc2)C1 (configuration not stated)	1	-3	-3%	2.4%	2%	-12	2	-4%	2
C[C@@H]1CNC(=O)c2c(C(=O)NCc3ccc(CNC(=O)OC(C)(C)C)cc3)ncn21	/	/	-1%	/	4%	/	9	-1%	/
Cc1cc(CN(C)C(=O)CC2C(=O)NCCN2Cc2c(F)cccc2Cl)on1 (configuration not stated)	2	2	-2%	-2.6%	1%	5	-3	0%	12
CCOC(=O)C1=NNC2C(=O)N(C3CCCCC3)C(=O)C12 (configuration not stated)	2	-2	0%	2.2%	-5%	11	1	-1%	-4
Cc1cccc(NC(=O)C2CC(=O)n3cnnc3S2)c1 (configuration not stated)	5	-4	-4%	-0.1%	5%	-8	-3	2%	4
Cc1ccc2c(c1)C(=O)OC(C(=O)Nc1ncc(Cc3ccccc3)s1)C2 (configuration not stated)	0	-1	-3%	-0.8%	-2%	5	/	-3%	-5
Cc1ccc(NC(=O)Cn2c(=O)n(Cc3nc(-c4ccccc4)no3)c(=O)c3cc4c(cc32)OCO4)cc1C	2	2	-1%	0.9%	0%	0	-11	1%	0
NS(=O)(=O)c1ccc(CCNC(=O)COC(=O)c2nc(Cl)ccc2Cl)cc1	2	-2	-4%	-1.1%	3%	2	-4	0%	-11
Cc1ccn(C(C)CC(=O)N2CCc3ccccc32)n1 (configuration not stated)	0	0	-1%	1.5%	-2%	1	-8	-4%	16
CC1CC1C(=O)OCC(=O)Nc1ncc(Cl)cc1Cl (configuration not stated)	2	9	1%	1.4%	-6%	-4	-6	1%	0
Cc1c(C(=O)NC(=S)Nc2ccccc2N2CCCC2)cccc1[N+](=O)[O-]	0	11	-3%	-2.3%	-3%	5	-9	3%	6
CCNC(=O)CC1SC(=Nc2cccc3ccccc23)N(C)C1=O (configuration not stated)	-1	2	-5%	0.2%	2%	-6	0	-5%	-2
O=C(NNS(=O)(=O)c1ccccc1)c1cnn(-c2ccc(Cl)cc2)c1C(F)(F)F	1	-1	-3%	-0.6%	5%	8	-8	0%	5
CCOc1ccc(-c2c(=O)n(OCc3ccc([N+](=O)[O-])cc3)c3ccccc3[n+]2[O-])c(OCC)c1	/	/	-1%	/	7%	/	-13	1%	/
CC(C)(C)C(=O)Nc1nnc(-c2ccncc2)o1	-1	-3	-4%	1.9%	-10%	5	-5	0%	3
COCCN(CC(=O)NCc1ccccc1)C(=O)CCC(=O)Nc1nccs1	0	0	-2%	1.2%	8%	4	-14	2%	5
O=C(c1cc(S(=O)(=O)N2CCOCC2)ccc1Cl)N1CCCCC1CO (configuration not stated)	/	/	-2%	/	2%	/	-2	0%	/
CC(C)NC(=O)c1ccccc1NC(=O)Cc1ccc(Cl)cc1	-1	-1	-4%	2.3%	-2%	19	-28	-7%	2
O=C(c1cccs1)N1CCCC(c2nc3c(nnn3Cc3ccccc3Cl)c(=O)[nH]2)C1 (configuration not stated)	1	2	0%	2.0%	3%	3	-1	0%	-3
Clc1ccc(-c2cn(-c3ccccc3)c3[n+]2CCS3)cc1	3	-8	-3%	-0.5%	-4%	-4	9	1%	-10
CC(C)(C)C1CCc2sc(C(=O)NNC(=O)CCl)cc2C1 (configuration not stated)	5	4	?	-2.1%	4%	-15	-6	-2%	2
c1ccc2c3c([nH]c2c1)-c1[nH]ncc1CC3	2	-2	8%	0.9%	0%	-15	-2	-7%	7
O=C(CCn1c(=O)[nH]c2ccsc2c1=O)N1CCc2ccccc2C1	3	-2	-2%	-1.0%	-1%	0	2	1%	5
CNC(=O)CCCN1C(=O)c2ccccc2Sc2ncccc21	1	3	-5%	-0.8%	1%	10	2	0%	12
O=C(CN1C(=O)c2ccccc2C1=O)NC1CCS(=O)(=O)C1 (configuration not stated)	/	/	-2%	/	-2%	/	5	-5%	/
Cc1ccccc1OCC(=O)Nc1ccc2nc(SCC(=O)N3CCOCC3)sc2c1	1	-2	-3%	3.3%	3%	7	?	-14%	/
Cc1ccc(Cn2c(CN3CCN(c4cccc(Cl)c4)CC3)nc3c2c(=O)n(C)c(=O)n3C)cc1	12	11	-1%	3.6%	0%	42	-15	4%	3
NS(=O)(=O)c1cccc(NC(=O)COC(=O)CNC(=O)c2ccc(-c3ccccc3)cc2)c1	10	/	6%	-0.2%	-8%	4	2	-6%	4
Cc1cccc(NS(=O)(=O)c2cc3c(cc2C)n(C)c(=O)c(=O)n3C)c1	2	-3	-3%	8.8%	-5%	-11	2	1%	-11
CCOc1ccc(NC(=O)Cn2c(=O)n(Cc3nc(-c4ccccc4)no3)c(=O)c3cc4c(cc32)OCO4)cc1	4	-2	-4%	0.4%	-3%	10	10	-2%	-4
CC1Oc2ccccc2N(Cc2cccnc2)C1=O (configuration not stated)	0	-4	-5%	-0.3%	-2%	-19	-1	0%	-13

Compound activity: PubChem BioAssay, National Center for Advancing Translational Sciences (NCATS)
